Screens deposited in PubChem by ICCB-Longwood Screening Facility, Harvard Medical School.
Polio RdRp inh = inhibitors of poliovirus RNA polymerase binding and polymerization; poliovirus polymerase elongation, fluorescence polarization; hits give low values; AID 588519; P03300; 0.66% of 150,000 active; % elongation, % (compound at 16.7 µg/mL); in the data active = % elongation below about 90%; note: some results filed as inactive read as strong as hits
Target sequence (P03300 1749-2209 limits assumed): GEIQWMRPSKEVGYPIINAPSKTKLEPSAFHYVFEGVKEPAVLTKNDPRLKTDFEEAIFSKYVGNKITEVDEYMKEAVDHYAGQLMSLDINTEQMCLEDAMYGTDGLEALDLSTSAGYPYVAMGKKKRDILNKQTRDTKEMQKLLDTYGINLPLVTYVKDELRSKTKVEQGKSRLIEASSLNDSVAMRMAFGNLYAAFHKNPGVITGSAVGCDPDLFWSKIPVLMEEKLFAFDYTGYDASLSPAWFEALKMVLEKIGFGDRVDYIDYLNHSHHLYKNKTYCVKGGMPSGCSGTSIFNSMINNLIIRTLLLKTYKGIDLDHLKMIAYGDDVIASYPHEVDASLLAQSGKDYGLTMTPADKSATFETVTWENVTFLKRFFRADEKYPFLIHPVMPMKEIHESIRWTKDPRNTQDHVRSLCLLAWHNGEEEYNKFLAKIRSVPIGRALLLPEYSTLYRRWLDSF
Polio RdRp inh FP z-score = also measured in Polio RdRp inh; calls as there; z-score; measured here: FP z-score; hits read low
An asterisk follows results filed as active. The list is partial, so the mix of outcomes need not match the whole.

smiles	Polio RdRp inh	Polio RdRp inh FP z-score
CC1(C)CC(NCCNC2=CC(=C(C#N)C#N)CC(C)(C)C2)=CC(=C(C#N)C#N)C1	109	0.8
c1cc2c3c(cccc3c1)C(N1CCOCC1)=N2	95	-0.5
O=C(CSc1nnc(-c2ccncc2)n1-c1ccccc1)Nc1ccccc1	100	-0.8
CCC(Sc1nc2ncccc2[nH]1)C(=O)NC1CCCC1 (stereo unspecified)	103	0.8
COc1ccc(S(=O)(=O)N2CCCC2C(=O)Nc2c(C)n(C)n(-c3ccccc3)c2=O)cc1 (stereo unspecified)	101	-0.2
COc1ccc(CNC(=O)C2C3C=CC(O3)C2C(=O)O)cc1OC (stereo unspecified)	101	-0.6
OC1(c2ccc(F)cc2)CC2CCC(C1)N2Cc1nnnn1C1CCCCC1 (stereo unspecified)	99	-1.3
COc1ccc(/C=C2/C(=O)N(C)c3ccccc32)cc1	100	-0.2
COc1ccc(-c2cc(-c3nnc(COC(=O)C4COc5ccccc5O4)o3)c3ccccc3n2)cc1OC (stereo unspecified)	99	-0.7
CCOc1cc2[nH]c(=O)n(CC3CCC(C(=O)NCCC(C)C)CC3)c(=O)c2cc1OCC (stereo unspecified)	101	0.1
O=C(O)C1CC(=O)N(C2CC2)C1 (stereo unspecified)	101	-0.1
C=CCN(CC=C)C(=O)C1CCN(Cc2cc(Br)c(O)c(OC)c2)CC1	104	0.4
CC(CCc1ccccc1)NCc1c(C(=O)O)n(Cc2ccc(F)cc2Cl)c2ccccc12 (stereo unspecified)	99	-1.4
COc1ccccc1-c1nnc(C2CCN(C(=O)c3ccc(Cl)cc3)CC2)o1	107	0.3
CC(=O)Nc1cccc(N=Cc2cc(Br)ccc2O)c1	99	-0.2
O=C(c1cc2c(s1)CCC2)N1CCc2ccccc21	103	0.5
O=S1(=O)CCC(N(CC2CCCO2)S(=O)(=O)C2=Cc3ccccc3CC2)C1 (stereo unspecified)	103	-0.1
COc1ccc2c(C)c(CC(=O)NCCc3ccc(Cl)cc3)c(=O)oc2c1C	108	0.2
CC1CC(C)CN(S(=O)(=O)c2ccccc2)C1 (stereo unspecified)	100	-0.2
Cc1cc(C)c2c(=O)n(C(=O)c3ccc(Cl)cc3)sc2n1	108	1
CCCN(CCC)CCNC(=O)CS(=O)Cc1nc(-c2ccc(OC)c(OC)c2)oc1C (stereo unspecified)	108	0.4
COc1ccc(-c2nn(CN(C)C3CCCCC3)c(=S)n2CC2CCCO2)cc1 (stereo unspecified)	108	0.6
COC(=O)c1cc(-c2ccc(Cl)cc2)nc2onc(C(C)C)c12	98	-0.5
Cc1nc2ccccc2n1C1CC(=O)N(c2ccccc2)C1=O (stereo unspecified)	109	0.8

Filtered by structure, the compounds so far containing a Cl atom
smiles	Polio RdRp inh	Polio RdRp inh FP z-score
CC(CCc1ccccc1)NCc1c(C(=O)O)n(Cc2ccc(F)cc2Cl)c2ccccc12 (stereo unspecified)	99	-1.4
COc1ccccc1-c1nnc(C2CCN(C(=O)c3ccc(Cl)cc3)CC2)o1	107	0.3
COc1ccc2c(C)c(CC(=O)NCCc3ccc(Cl)cc3)c(=O)oc2c1C	108	0.2
Cc1cc(C)c2c(=O)n(C(=O)c3ccc(Cl)cc3)sc2n1	108	1
COC(=O)c1cc(-c2ccc(Cl)cc2)nc2onc(C(C)C)c12	98	-0.5

The results go on:
smiles	Polio RdRp inh	Polio RdRp inh FP z-score
Cc1cc(C)c2c(c1C(=O)Nc1cccc(C(F)(F)F)c1)CC(C)(C)C2=O	100	-0.5
CC(C)N(C(=O)Cn1cnc2ccccc21)C(C)C	103	0.4
O=C1NC(C2CC=CCC2)Nc2ccccc21 (stereo unspecified)	109	0.5
O=C(CN(CCc1ccc(F)cc1)CC(=O)N1CCc2ccccc21)N1CCc2ccccc21	99	-0.5
O=C(CN1C(=O)CSc2cc(S(=O)(=O)N3CCCC3)ccc21)NCc1ccccc1	106	0.7
Cc1cccc(CSc2nc3cccnc3n2Cc2ccc(C(=O)NCc3ccco3)cc2)c1	104	-0.8
CCCCOC1COC(OCCCC)CO1 (stereo unspecified)	102	0.1
CC(C)N1CCc2c(sc(NC(=O)C3=COCCO3)c2C(N)=O)C1	103	0.4
Cc1ccc(C(=O)CCC(=O)Nc2cccc3ccccc23)cc1	105	1.6
CC1=C(C(=O)N2CCN(c3ccc(Cl)cc3)CC2)C2(CCC(C)CC2)OC1=O (stereo unspecified)	102	-0.8
CCC1=C(C)CN(C(=O)NCCc2ccc(S(=O)(=O)NC(=O)NC3CCC(C)CC3)cc2)C1=O (stereo unspecified)	98	-0.2
CC(C)NC(=O)N1[C@H](c2cccs2)[C@@H](C)C(=O)[C@@H](C)[C@@H]1c1cccs1	110	0.6
COc1cccc(C(=O)NC(=S)Nc2ccc(O)c(-c3nc4ccccc4s3)c2)c1	102	0
CCn1c(SCC(=O)c2ccccc2)nnc1-c1c[nH]c2ccccc12	102	0.4
CC1CCCCN1S(=O)(=O)c1cc2c(=O)nc3ccccn3c2cc1Cl (stereo unspecified)	104	0.1
CCC(=O)NC(C)C(c1cccs1)N1CCN(Cc2ccccc2)CC1 (stereo unspecified)	100	-0.5

Complete entries as entered above. Order of screens: Polio RdRp inh	Polio RdRp inh FP z-score
Record of CCC(=O)NC(C)C(c1cccs1)N1CCN(Cc2ccccc2)CC1 (stereo unspecified) : 100	-0.5
Record of Cc1ccc(C(=O)CCC(=O)Nc2cccc3ccccc23)cc1 : 105	1.6
Record of COc1cccc(C(=O)NC(=S)Nc2ccc(O)c(-c3nc4ccccc4s3)c2)c1 : 102	0
Record of CCn1c(SCC(=O)c2ccccc2)nnc1-c1c[nH]c2ccccc12 : 102	0.4
Record of CCC1=C(C)CN(C(=O)NCCc2ccc(S(=O)(=O)NC(=O)NC3CCC(C)CC3)cc2)C1=O (stereo unspecified) : 98	-0.2

More entries.
smiles	Polio RdRp inh	Polio RdRp inh FP z-score
COc1cccc(OC)c1C(=O)OCC(=O)NC1CCCCC1C (stereo unspecified)	104	0.2
Cc1ccc(-n2c(SCC(=O)N3CCNC3=O)nnc2-c2ccccc2)cc1C	95	-1.4
CC1CC(C)CN(CCCNC(=O)Cc2c(C(=O)O)[nH]c3ccccc23)C1 (stereo unspecified)	104	0.5
O=C(Cn1ncc2c3ccccc3n(Cc3cccc(Cl)c3)c2c1=O)N1CCCCCC1	140	3.4
COc1cc(OC)c(NC(=O)c2c(C)oc3ncn(C)c(=O)c23)cc1Cl	112	1
O=C(Cn1cc(S(=O)(=O)N2CCCC2)c(S(=O)(=O)N2CCCC2)c1)Nc1cccc(F)c1	109	0.2
CCN(C(=O)c1cccc(C)c1)c1ccccc1	101	0.2
Cc1cc(C)c(S(=O)(=O)N2CCN(Cc3nc4ccc(C)cc4o3)CC2)c(C)c1	107	0.2
CCC(=O)Nc1ccccc1-c1nc2ccccc2n(CC(=O)Nc2ccc(C)c(C)c2)c1=O	110	0.6
Cc1ccc2nc(-c3cccc(-c4nc5ccc(C)cc5o4)n3)oc2c1	102	0.3
Clc1ccccc1OCc1nnc2n1CCC2	105	1.7
CCC(=O)Nc1ccc(S(=O)(=O)N2CCCCC2CC)cc1 (stereo unspecified)	103	0.7
CC(CNC(=O)CCCn1c(=O)c2cccn2c2ccc(F)cc21)c1ccccc1 (stereo unspecified)	105	-0.3
O=C(O)COc1ccccc1Cc1ccccc1	101	-0.6
FC(F)(F)c1cc(-c2ccc(Br)cc2)n[nH]1	102	0.4
NNc1ncnc2c1oc1ccccc12	102	0.2
CC(NC(=O)C1CCN(C(=O)N(C)C)CC1)c1ccccc1 (stereo unspecified)	103	0.7
CCCCC(=O)Nc1nnc(-c2ccc(C)c(C)c2)o1	101	0.1
COC(=O)C1=C(C)NC(C)=C(C(=O)OC)C1C1CC=CCC1 (stereo unspecified)	103	0.4
COc1ccc(C2C(=O)N(C3CCC(C)CC3)CC(=O)N2C2CCCCC2)cc1OC (stereo unspecified)	115	1.2
O=C(CCn1c(=O)c2ccccc2n(CC(=O)NCc2ccco2)c1=O)NCCc1ccc(Cl)cc1	99	-0.2
COc1ccc(N2CCN(C(=O)C3CCN(S(=O)(=O)c4ccc5c(c4)oc(=O)n5C)CC3)CC2)cc1	101	0.2
COC(=O)c1ccc(NC(=O)C(C)Sc2nc(=O)cc(N)n2CCc2ccccc2)cc1 (stereo unspecified)	106	0.1
Cc1cccc(Cn2c(CNS(=O)(=O)c3ccc(C(C)C)cc3)nc3cccnc32)c1	113	1.3
CCC(C)(C)C(=O)Nc1ccccc1C(C)C	100	-0.2
CCCNS(=O)(=O)c1cc(-c2nnc3c4ccccc4c(C)nn23)ccc1OC	109	0.7
NC(=O)C1CCN(C2=NC(=O)/C(=C\c3ccc(Br)cc3)S2)CC1	99	-0.4
CCOc1ccc(NC(=O)c2oc3ccccc3c2NC(=O)C2CCCCC2)cc1	106	0.7
O=C(CSc1ccc2c(c1)OCCO2)NCC(F)(F)F	107	0.4
NCCSCc1cccs1	101	-0.3
COc1ccc(C(=O)Nc2nc(C)cs2)cc1S(=O)(=O)N1CCCCC1C (stereo unspecified)	99	-0.7
O=C(CN1CCc2ccccc2C1)Nc1ccccc1	103	0.6
CCc1ccc(NC(=S)NCC2CCCN2CC)cc1 (stereo unspecified)	103	0.2
N/C(=N\N=C\c1cccs1)SCc1ccccc1	100	-0.2
CC(C)S(=O)(=O)c1ncc(CO)n1Cc1ccccc1	101	0.1
COc1ccccc1OCCSc1ncnc2nc[nH]c12	101	-0.3
O=C(Nc1ccc(NC(=O)c2cccs2)cc1)c1cccc(Br)c1	109	0.5
CCOc1ccc(C2SC[C@H](C(=O)O)N2C(C)=O)cc1 (stereo partly specified)	103	0.3
O=S(=O)(c1ccc(Cl)cc1)N(O)c1ccc(Cl)cc1	97	-0.8
COc1ccccc1N(CC(=O)Nc1ccc2c(c1)OCO2)S(=O)(=O)c1cccs1	100	-0.5
CCN1CCC(N(Cc2cccc(OC)c2)C(=O)Nc2ccc(C)cc2Cl)CC1	105	-0.7
CCOC(=O)/C(C#N)=C/C=C1/Sc2ccccc2N1C	44	-7.8
COc1cc(OC)cc(C(=O)Nc2ccc3c(c2)OCCO3)c1	102	-0.9
OCC1CCCN1Cc1ccc(Cl)cc1Cl (stereo unspecified)	103	0.4
Cc1cc(O)c(C(c2cccc(Cl)c2)N2CCN(c3ccccc3)CC2)c(=O)n1Cc1ccco1 (stereo unspecified)	112	0.7
N#Cc1ccc(/C=N/NC(=O)C2C3CCCCC32)cc1 (stereo unspecified)	102	0.9
CCC(C)NC(=O)Cn1ccc2cc(S(=O)(=O)N3CCCCC3)ccc21 (stereo unspecified)	103	0.1
CCCCc1nn2c(=O)cc(COC(=O)c3ccccc3NC(=O)c3ccccc3OC)nc2s1	110	1
O=C(NCCCN1CCN(c2ccccc2)CC1)NCc1ccccc1	105	1.4
CC1=C(C(=O)NCc2ccccc2F)C2(CCCCC2)OC1=O	104	-0.4
CCN(CC)S(=O)(=O)c1ccc(NC(=O)COc2c(OC)cccc2OC)cc1	102	0.1
C=CCNC(=O)Nc1ccc(Cl)cc1	100	-0.3
O=C(NCc1ccccc1)N1CC2C=CC1C2 (stereo unspecified)	99	-0.7
O=c1[nH]cc(N2CCOCC2)c(=O)[nH]1	102	0
CC(C)CCn1cnc2c1c(=O)n(CC(=O)N1c3ccccc3NC(=O)C1(C)C)c(=O)n2Cc1ccccc1	108	0.7
O=C(c1ccc(CS(=O)(=O)c2ccccc2)cc1)N1CCCC1	100	-0.8

(listing goes on)
smiles	Polio RdRp inh	Polio RdRp inh FP z-score
NC(=O)CSc1nc(N)c(NC(=O)c2cccs2)c(=O)[nH]1	105	0.5
O=C(CN(Cc1ccco1)C(=O)c1ccccc1)Nc1ccc(Cl)c(Cl)c1	104	0.1
CCC1C(C#N)=C(SC(C(N)=O)c2ccccc2)NC2=C1C(=O)CC(C)(C)C2 (stereo unspecified)	107	0.7
CCOC(=O)c1ccc(NC(=O)c2c(NCc3cc(OC)ccc3OC)sc3c2CCC3)cc1	129	3.9
CN(C)CCNC(=O)c1ccc2c(c1)N(Cc1c(F)cccc1Cl)C(=O)c1ccccc1S2	107	-0.6
CCc1nnc(NC(=O)C2CCN(S(=O)(=O)Cc3ccccc3)CC2)s1	101	0.1
Cc1cc(C)n(-c2ccccc2)n1	103	0.6
COCCn1c(-c2ccccc2)c(C)n2c3c(=O)n(C)c(=O)n(C)c3nc12	110	1.3
NC(=O)Cn1cc(F)c(=O)[nH]c1=O	102	0.3
COc1ccc(N2CCN(C(=O)CN(C)S(=O)(=O)c3cccs3)CC2)cc1	109	0.9
O=c1[nH]c(=S)nc2cc[nH]n12	100	-0.4
COc1cc(OC)cc(C(=O)NCCc2csc(-c3ccc(C(F)(F)F)cc3)n2)c1	104	-0.7
CCOc1ccc(-n2nc(C(=O)N3CCC4(CC3)OCCO4)c3ccccc3c2=O)cc1	98	-0.3
COc1cc2c(c(O)c1OC)CC(=O)CCC2	100	-0.3
